Screening data as filed in PubChem BioAssay.
ERp5 inh = inhibitors of human ERp5; Q15084; ERp5 insulin aggregation, absorbance 650 nm, 90 min; inhibition, % at 9.99 µM; 0.05% of 350,000 active;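 active = mean replicate inhibition above about 25%, with every replicate also reaching it, limit read from the data, passing the limit was not always enough; inconclusive = only one of those two criteria met; inactive = neither criterion met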
PglD DTNB = blocks C. jejuni PglD acetyltransferase activity; 0.098% of 360,000 active; AID 602405; purified PglD enzyme, DTNB colorimetric CoA detection; inhibition, % at 12.5 µM; in the data active = inhibition above about 16%, passing the limit was not always enough; inconclusive = no clear call, values can overlap the other calls; note: strong numbers were not always called active
E-sel inducer = E-selectin induction on HUVECs. P16581. HUVEC E-selectin immunofluorescence imaging; normalized: neutral wells 0, TNF-alpha wells 100. activation, % at 7.58 µM. 0.37% of 260,000 active. AID 686992;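 active = mean E-selectin-positive cell signal at least 10% of the positive control, reached in at least 60% of replicates, without over 20% cell loss; inconclusive = no rule given, readout overlaps actives, possibly toxicity-flagged; inactive = the rest, including those meeting only one limit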;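 note: in these data hits start at about 27%; measured in HUVEC primary endothelial cells; signal is the percent of cells scored E-selectin positive by PE staining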
Target sequence (P16581 whole entry, looked up): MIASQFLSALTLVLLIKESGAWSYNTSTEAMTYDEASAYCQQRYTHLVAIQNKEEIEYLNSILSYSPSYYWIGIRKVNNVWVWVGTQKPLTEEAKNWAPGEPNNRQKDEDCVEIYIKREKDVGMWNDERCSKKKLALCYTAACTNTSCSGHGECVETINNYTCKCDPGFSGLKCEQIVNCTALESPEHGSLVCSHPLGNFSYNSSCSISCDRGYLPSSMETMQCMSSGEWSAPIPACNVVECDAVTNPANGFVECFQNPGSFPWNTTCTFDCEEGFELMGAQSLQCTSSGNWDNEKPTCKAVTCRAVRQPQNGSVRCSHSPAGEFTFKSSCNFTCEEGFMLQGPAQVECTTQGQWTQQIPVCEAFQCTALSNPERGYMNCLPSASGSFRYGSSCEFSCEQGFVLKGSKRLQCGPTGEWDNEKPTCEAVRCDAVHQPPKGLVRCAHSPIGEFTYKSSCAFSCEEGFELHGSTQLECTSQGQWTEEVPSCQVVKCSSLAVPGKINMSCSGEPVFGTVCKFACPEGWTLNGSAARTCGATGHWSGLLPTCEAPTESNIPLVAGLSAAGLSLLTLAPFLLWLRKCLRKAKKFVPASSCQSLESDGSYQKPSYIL
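Test system: HUVEC | Signal: Immunofluorescence imaging | Read-out: Percent E-selectin-positive cells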
S100A4 inh HTS = S100A4-myosin IIA interaction inhibition; inhibition, % at 10.7 µM; 0.14% of 360,000 active; S100A4/TAMRA-MyoIIA peptide fluorescence polarization;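 active = mean inhibition of at least 70% across replicates, with every replicate also reaching that level; inconclusive = mean inhibition reaches 70% but some replicates fall short; inactive = mean inhibition below 70%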
Target sequence (P26447 whole entry, looked up): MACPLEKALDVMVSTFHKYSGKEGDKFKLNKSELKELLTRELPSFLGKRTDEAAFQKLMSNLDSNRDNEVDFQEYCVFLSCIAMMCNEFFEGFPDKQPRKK
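Compound dosing: one dose per compound; test system: human S100A4 monomer with TAMRA-labelled myosin IIA peptide; probe or stimulus: TAMRA-labelled myosin IIA heavy-chain peptide probe, 5 nM; medium: HEPES buffer with Ca2+, pH 7.2; schedule: 5 min incubation before reading; benchmarks: neutral control DMSO, positive control TFP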
C2C12 statin = suppressors of simvastatin-induced myotoxicity in C2C12 myotubes; AID 602340; rescue of ATP level, % at 7.49 µM; 0.78% of 330,000 active; ATP luminescence, 48 h; scaled: DMSO 0, geranylgeraniol control 100;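 active = mean ATP rescue above about 67%, or every replicate alone reaching that limit, limit read from the data, passing the limit was not always enough; inconclusive = no clear call, values can overlap the other calls; inactive = mean under the limit and some replicate under it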;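 note: myotubes were challenged with 10 µM simvastatin during compound exposure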
DENV2 CPE rescue = protects cells from dengue virus 2 cytopathic effect; DENV2-infected cells, cytopathic effect rescue, plate reader; CPE inhibition, % at 9.99 µM; 1.7% of 350,000 active; in the data active = CPE inhibition above about 20%, passing the limit was not always enough; inconclusive = no clear call, values can overlap the other calls; tested in BHK-21 cells;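 note: 0% = median of neutral control wells and 100% = median of positive control wells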
SIRT5 inh = sirtuin-5 (human) deacylase inhibition; Purified SirT5, succinyl-peptide AMC, trypsin-coupled fluorescence; AID 652115; inhibition, % at 15 µM; 1.1% of 330,000 active; in the data active = inhibition above about 15%; inconclusive = no clear call, values can overlap the other calls
Target sequence (Q9NXA8 whole entry, looked up): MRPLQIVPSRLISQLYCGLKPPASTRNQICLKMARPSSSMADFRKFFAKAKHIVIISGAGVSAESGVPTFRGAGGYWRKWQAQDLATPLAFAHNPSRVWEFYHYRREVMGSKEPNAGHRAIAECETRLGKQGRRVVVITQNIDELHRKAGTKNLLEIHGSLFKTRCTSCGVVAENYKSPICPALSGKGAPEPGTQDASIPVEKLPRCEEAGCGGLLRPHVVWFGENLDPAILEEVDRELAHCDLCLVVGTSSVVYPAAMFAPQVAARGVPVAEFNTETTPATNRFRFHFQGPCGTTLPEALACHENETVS
* marks the source's active call; other numbers are inactive results; ? = inconclusive; nt = not tested or not shown; & = joins results of further samples. Only part of the results is shown. The share of hits here may be higher or lower than overall.

Results follow in this order: ERp5 inh	PglD DTNB	E-sel inducer	S100A4 inh HTS	C2C12 statin	DENV2 CPE rescue	SIRT5 inh
- C/C(=N\Nc1ccc(Cl)nn1)c1ccccc1O
    -6.9	-2.3	-0.5	-3.3	7.1	5.9	-2.2
- O=C(Oc1ccc[nH]c1=O)c1cccc(Cl)c1
    2.5	10.8	nt	0.4	-0.7	12.6	-2.0
- CCOc1ccc(C2c3[nH]c4ccccc4c3C[C@H]3C(=O)N(C4CC4)CC(=O)N23)cc1OC (some centres undefined)
    1.4	-0.4	nt	5.5	6.8	2.2	2.8
- Cc1ccc(S(=O)(=O)Nc2ccc(OCC(=O)N3CCOCC3)cc2)c(C)c1NS(C)(=O)=O
    -0.2	2.5	nt	2.9	-9.8	2.4	-1.4
- O=C(NCC(=O)N(CCN1CCOCC1)C(C(=O)NC1CCCC1)c1ccccc1)c1cccs1 (centres undefined)
    4.4	-5.2	nt	-2.3	3.8	-0.8	-0.1
- Cc1noc(C)c1NC(=O)N(C)C[C@@H]1Oc2c(NS(=O)(=O)c3cccs3)cccc2C(=O)N([C@@H](C)CO)C[C@@H]1C
    -1.8	0.9	0.2	3.6	14.1	17.2	-3.7
- CCOc1ccc(NC(=O)CCN2CCN(S(=O)(=O)c3ccc(Cl)cc3)CC2)cc1
    3.9	-6.5	nt	-1.2	4.8	4.9	8.2
- Cc1ccc(-n2c(C)cc(=O)cc2C)c(C)c1
    -6.2	9.1	-0.3	-5.8	nt	nt	8.2
- COc1cc(NC(=S)N2CCN(CCO)CC2)cc(OC)c1
    -2.7	2.5	nt	3.6	-7.2	-2.6	nt
- CCOC(=O)N1CCN(C(=O)c2cn(CC)c3ccc(S(=O)(=O)N4CC(C)CC(C)C4)cc3c2=O)CC1 (centres undefined)
    -2.8	nt	1.9	-4.3	nt	-1.2	3.2
- Cc1cnc(NC(=O)C2CCCO2)s1 (centres undefined)
    4.1	4.4	nt	-4.0	3.7	nt	0.3
- C[C@@H]1CN([C@H](C)CO)C(=O)c2cc(C#C[C@@H](C)O)cnc2O[C@@H]1CN(C)C(=O)Nc1ccc(F)cc1
    9.5	-2.4	-0.1	1.9	-10.8	1.9	-3.0
- COc1ccc(C2Nc3ccccc3C(=O)N2c2ccccc2)cc1CSc1ccccn1 (centres undefined)
    -0.1	-1.3	nt	7.2	4.3	5.8	-4.9
- CCN1CCN(c2oc(-c3ccco3)nc2C#N)CC1
    3.4	2.8	0.2	6.8	0.9	7.2	-0.4
- COc1cc(CC(=O)OCC(=O)N2CCN(C(=O)c3ccco3)CC2)cc(OC)c1OC
    5.1	2.6	-0.8	0.0	6.9	-2.9	-0.9
- Cc1cccc(C)c1NC(=O)C1c2ccccc2OCC(=O)N1CCCN1CCOCC1 (centres undefined)
    4.0	nt	nt	-9.9	nt	-0.2	-4.2
- O=S(=O)(c1ccc(F)c(F)c1F)N1CCN(C(=S)Nc2ccccc2)CC1
    1.2	nt	9.3	-4.3	nt	11.6	-0.3
- O=C1c2cccc([N+](=O)[O-])c2C(=O)N1C1CCCCC1
    -5.1	-3.2	0.9	6.9	4.3	7.0	2.9
- C[C@@H]1CN([C@H](C)CO)C(=O)c2cccc(NC(=O)NC3CCCCC3)c2O[C@@H]1CN(C)Cc1ccccc1
    -5.1	-2.0	-0.1	-15.5	-8.7	-2.3	3.1
- CCOc1ccc(NC(=O)Nc2ccc(Cc3ccncc3)cc2)cc1
    0.5	9.8	-0.8	3.9	-22.3	3.2	-2.7
- COc1ccc(NC(=O)c2ccc3[nH]c(C)c(C)c3c2)cc1
    -2.2	1.0	0.3	-10.4	-69.2	-3.6	0.8
- COc1ccc(CN(C)C[C@@H]2Oc3ccc(NC(=O)CCC(F)(F)F)cc3C(=O)N([C@@H](C)CO)C[C@H]2C)cc1
    7.4	-4.8	nt	-12.3	2.7	-3.1	-5.4
- CCC(=O)Nc1ccc2nc(SCC(=O)N3CCOCC3)sc2c1
    -1.7	nt	nt	-0.2	nt	-3.3	1.5
- CC(C)OC(=O)CC(=O)CSc1nc(-c2ccc(F)cc2)cc(-c2ccccc2)c1C#N
    3.4	nt	nt	-2.8	nt	-5.4	-2.5
- OCC1(Cc2ccc(Cl)cc2)CCN(Cc2ccc(Oc3ncccn3)cc2)CC1
    13.8	-3.7	nt	-0.4	nt	12.1	-2.7
- COc1ccc(/C=C/C(=O)Nc2ccc3nc4n(c(=O)c3c2)CCCC4)cc1OC
    0.4	nt	-0.7	-1.1	nt	-0.2	-5.3
- CCCCN(C=O)c1c(CC)nc2c(OCC(=O)C(C)(C)C)cccn12
    2.1	-1.6	0.0	-2.1	5.2	-7.4	nt
- C[C@@H]1CN([C@@H](C)CO)C(=O)Cc2cc(N(C)C)ccc2O[C@@H]1CN(C)C(=O)Nc1ccc2c(c1)OCO2
    -2.3	23.7	nt	-5.6	-2.2	6.7	0.1
- C[C@H]1CN([C@@H](C)CO)C(=O)c2cc(-c3cccnc3)cnc2O[C@H]1CN(C)Cc1ccc(Oc2ccccc2)cc1
    0.3&0.8&0.8	1.5&0.0&-5.8	-0.2&1.2	-1.0&2.3&26.3	-9.7&-11.2&-7.7	6.3&-6.8&-8.8	3.0&3.4&1.5
- O=C(C1CCOCC1)N1C[C@@H]2[C@H](c3ccccc31)[C@H](CO)N2Cc1ccccc1F
    -4.4	2.7	0.1	0.3	8.5	-9.7	15.2*
- Cc1cccc(/C=C/c2onc(C)c2S(=O)(=O)N2CCC(C(=O)N3CCCCCC3)CC2)c1
    4.4	4.9	0.5	-4.8	-9.3	2.1	-2.8
- O=C(O)CN1C(=O)/C(=C\c2cccc(OCc3ccc(Cl)cc3Cl)c2)SC1=S
    0.4	-1.2	nt	-2.2	3.3	-6.0	15.4*
- OC(c1ccc(F)c(F)c1)c1nc(-c2ccoc2)cs1 (centres undefined)
    -0.2	-5.6	-0.1	-2.0	20.3	-4.2	3.8
- NNc1nc2c(-c3ccc(F)cc3)nnn2c2ccccc12
    -10.0	-1.8	0.3	-6.4	-72.0	-2.3	-2.1
- c1ccc(Cn2c(Cn3c(-c4cnccn4)nc4ccccc43)nc3ccccc32)cc1
    5.9	nt	0.0	0.8	nt	0.4	0.6
- O=C(Nc1cccc(S(=O)(=O)C(F)(F)F)c1)[C@@H]1O[C@H](CO)[C@@H](O)[C@H]1O
    2.4	4.3	0.0	-0.5	-2.4	0.4	nt
- Cc1c(Cl)c([N+](=O)[O-])nn1CC(=O)N1CCN(Cc2ccccc2)CC1
    7.5	nt	nt	0.8	nt	2.4	-0.8
- COc1ccc(S(=O)(=O)Nc2ccc3c(c2)C(=O)N([C@H](C)CO)C[C@@H](C)[C@@H](CN(C)CC2CC2)O3)cc1
    -3.4	6.5	-0.1	7.0	-16.5	1.4	-0.4
- CCn1c(C)nc2c(C)[n+](CC(=O)c3ccc(Br)cc3)ccc21
    5.3	nt	1.7	-1.8	nt	?	-2.6
- COc1cccc(CC2(CO)CCCN(Cc3cn(C)c4ccccc34)C2)c1 (centres undefined)
    ?	1.1	1.7	-6.3	7.5	-6.6	-0.2
- O=C(Nc1ccccc1)Nc1ccccc1-n1ccnc1
    1.7	nt	nt	-6.4	nt	0.2	0.5
- COc1ccc(NC(=O)Nc2cccc3c2O[C@@H](CN(C)CC2CC2)[C@H](C)CN([C@H](C)CO)C3=O)cc1
    -5.0	25.1	-0.1	-0.1	36.8	16.6	2.0
- Cn1cnc(S(=O)(=O)N[C@H]2CC[C@@H](CC(=O)NCC3CCCCC3)O[C@@H]2CO)c1
    -3.5	-0.3	0.0	-4.1	-11.7	-0.6	8.7
- COc1ccc2c3c([nH]c2c1)[C@H](CO)N(Cc1ccccc1F)CC31CN(C(=O)C2CCC2)C1
    6.2	nt	-0.7	-1.8	nt	9.1	11.0
- Cc1c(Cc2ccccc2)sc(NC(=O)/C=C/c2cccc3ccccc23)c1C(N)=O
    -7.3	-3.3	0.0	7.4	nt	1.1	2.5
- COc1ccc(S(=O)(=O)N(CC(=O)NN=C2CCN(C)CC2)c2cc(Cl)ccc2OC)cc1OC
    -6.2	-1.5	nt	-0.1	2.7	-5.8	-1.3
- CC(=O)C[C@@H](O)CC(=O)[C@H]1OC(=O)CC/C=C\Cc2ccccc21
    4.1	-1.2	0.2	-9.1	7.5	0.0	-0.2
- CCCC(=O)N1CCN(c2ccc(NC(=O)c3ccc(N4CCCC4)c([N+](=O)[O-])c3)cc2Cl)CC1
    7.0	-1.0	-2.3	-1.5	-15.1	-1.2	2.3
- COc1ccc(/C(O)=C2/C(=O)C(=O)N(c3ccccn3)C2c2ccc(F)cc2)cc1 (centres undefined)
    0.4	-0.3	0.1	1.7	2.8	-4.2	3.2
- O=C(CSc1ccc2nnc(-c3cccnc3)n2n1)c1ccccc1
    0.4	nt	-0.2	-0.6	nt	4.8	-5.0
- C[C@@H]1CN([C@H](C)CO)S(=O)(=O)c2ccc(C#CCN(C)C)cc2O[C@H]1CN(C)S(=O)(=O)c1cccc(F)c1
    2.9	1.4	0.2	-11.0	-27.4	-0.9	6.5
- CN1[C@@H]2c3ccc(-c4cccnc4)c(=O)n3C[C@H]1[C@H](CO)[C@H]2C(=O)N1CCC(Cc2ccccc2)CC1
    0.2	0.8	-0.4	7.9	-19.5	4.4	-2.7
- Cn1cc(CCC(=O)NCc2cccc(Cl)c2)c2ccccc21
    0.1	-5.5	0.0	5.6	6.9	13.0	-2.3
- O=C(NCCC1CCCCN1S(=O)(=O)c1ccc(F)cc1)C(=O)NCC1CCCO1 (centres undefined)
    3.4	nt	-0.1	2.4	nt	-5.4	0.1
- Cc1ccc(S(=O)(=O)Nc2ccc3c(c2)C(=O)N([C@@H](C)CO)C[C@H](C)[C@H](CN(C)S(=O)(=O)c2cccs2)OCCCC[C@H](C)O3)cc1
    -3.2	0.4	0.3	-4.9	nt	7.6	3.8
- c1ccc(N2CCN(CCc3nnc4n3CCCCC4)CC2)cc1
    -1.6	nt	nt	10.9	1.4	nt	-0.5
- O=C(OCc1cccc([N+](=O)[O-])c1)c1cccnc1Cl
    4.8	-0.2	1.3	3.5	-0.8	-4.9	-2.0
- COc1ccc(N2CCN(C(=O)c3nn(C)c4c3CS(=O)(=O)c3ccccc3-4)CC2)cc1
    6.0	1.1	-0.2	-7.9	7.7	-0.8	-1.6
- Cc1ccsc1/C=N/NC(=O)C1C(=O)NCC1c1ccccc1 (centres undefined)
    1.7	nt	0.2	-10.3	nt	-1.8	6.4
- O=C(C1CCC1)N1[C@@H](CO)[C@@H](c2ccccc2)C12CN(CCC(F)(F)F)C2
    1.5	nt	-0.3	11.7	nt	17.2	12.7

Following part:
Results follow in this order: ERp5 inh	PglD DTNB	E-sel inducer	S100A4 inh HTS	C2C12 statin	DENV2 CPE rescue	SIRT5 inh
- COc1ccc(S(=O)(=O)Nc2ccc3c(c2)C(=O)N([C@H](C)CO)C[C@H](C)[C@@H](CN(C)S(=O)(=O)c2cccs2)O3)cc1
    13.9&6.1	-1.2&-2.8	0.0&-0.2	-16.1&-1.2	25.5&10.7	-11.1&-13.1	-0.7&0.3
- COc1ccc(/C=C/C(=O)NC(=S)N2CCN(C)CC2)cc1
    0.7	nt	nt	9.3	nt	-0.6	1.0
- Cc1noc(C)c1NC(=O)N(C)C[C@@H]1Oc2ccc(NS(=O)(=O)c3ccc(F)cc3)cc2C(=O)N([C@@H](C)CO)C[C@H]1C
    -4.7	0.5	-0.5	-37.6	-30.0	9.8	-3.9
- Cc1cc(=O)[nH]c(/N=C(\N)Nc2ccc(Oc3ccccc3)cc2)n1
    4.0	-4.5	1.7	4.4	-10.4	-1.1	-4.4
